Source: PubChem BioAssay
TRPC4 act: TRPC4 (mouse) channel activation | AID 2237 | 310,000 tested, 0.49% active | Q9QUQ5 | HEK293 TRPC4beta/mu-opioid, Fluo4 calcium fluorescence; hits give high values | B-score at 10 µM;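 active = B-score above 5 SD of library B-scores, and initial fluorescence ratio not above library mean plus 5 SD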;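 note: positive B-score marks a calcium rise read as TRPC4 activation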
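system = HEK293 cells stably co-expressing mouse TRPC4beta and mu-opioid receptor | schedule = Fluo4 dye loading 45 min at room temperature, 110 s recording | measure = B-scored integrated calcium fluorescence ratio | signal = Fluo4 calcium-sensitive dye fluorescence, kinetic, 1 Hz baseline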
Platelet DG rel: platelet dense granule release activity | human platelet-rich plasma, SFLLRN dense granule ATP release, luminescence | inhibition, %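 (compounds screened at 7.5 µM in platelet-rich plasma)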 | 300,000 tested, 0.22% active | AID 1663;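 active = mean replicate score, as percent of positive control, at or above 50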
KCNQ1 block: human KCNQ1 channel inhibition; B-score at 10 µM; AID 2642; CHO-K1 KCNQ1, FluxOR thallium flux fluorescence; hits give high values; 310,000 tested, 1.3% active; P51787;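 active = compounds whose thallium flux B-score, printed positive for inhibition, exceeds three library SD while starting fluorescence stays within three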;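 note: channel opened by potassium depolarization with thallium stimulus after 20 min compound exposure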
TRPC4 potent: TRPC4 (mouse) allosteric potentiation | HEK293 TRPC4beta/mu-opioid, DAMGO EC20, Fluo-4 Ca2+ flux; hits give high values | 310,000 tested, 0.42% active | B-score at 10 µM | Q9QUQ5;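 active = B-score of calcium response area above 5 SD of library B-scores, with initial fluorescence ratio within 5 SD of library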;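 note: B-score of integrated fluorescence ratio over time as area under calcium response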
KCNK3 block: human KCNK3 channel inhibition, primary screen; O14649; CHO-KCNK3 thallium flux, FluxOR fluorescence; hits give low values; B-score at 10 µM; 340,000 tested, 0.84% active;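 active = B-score under library mean minus 4 SD, starting fluorescence ratio at most library mean plus 5 SD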;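 note: more negative B-score means stronger inhibition of thallium flux through KCNK3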
PolyA inhibitor: blocks polyadenylation in yeast reporter cells; 300,000 tested, 0.02% active; calls only at 12 µM; AID 1875; S. cerevisiae SKY197-pL101 polyadenylation reporter, beta-gal luminescence; efflux-impaired pdr1/pdr3 knockout yeast; score 100 = 6 SD above DMSO;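 active = lowest replicate activity score at least 50, where 100 means six control SD above control mean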;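 note: yeast exposed to compound for 9 h at 30 °C; higher score means more reporter readthrough which indicates perturbed polyadenylation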
hERG protect: compounds protecting human hERG from proarrhythmic drug block; activation (rescue from dofetilide block), less the hit threshold, % at 10 µM; 310,000 tested, 0.51% active; AID 1511; CHO-hERG, FluxOR thallium flux, dofetilide IC70 present; Q12809;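 active = activation above the mean of controls blocked by dofetilide plus 5 SD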;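 note: thallium influx through hERG after potassium depolarization seen as dye fluorescence rise; in these data hits start at about 4.7%; inactives centre near -7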
Target sequence (Q12809 whole entry, looked up): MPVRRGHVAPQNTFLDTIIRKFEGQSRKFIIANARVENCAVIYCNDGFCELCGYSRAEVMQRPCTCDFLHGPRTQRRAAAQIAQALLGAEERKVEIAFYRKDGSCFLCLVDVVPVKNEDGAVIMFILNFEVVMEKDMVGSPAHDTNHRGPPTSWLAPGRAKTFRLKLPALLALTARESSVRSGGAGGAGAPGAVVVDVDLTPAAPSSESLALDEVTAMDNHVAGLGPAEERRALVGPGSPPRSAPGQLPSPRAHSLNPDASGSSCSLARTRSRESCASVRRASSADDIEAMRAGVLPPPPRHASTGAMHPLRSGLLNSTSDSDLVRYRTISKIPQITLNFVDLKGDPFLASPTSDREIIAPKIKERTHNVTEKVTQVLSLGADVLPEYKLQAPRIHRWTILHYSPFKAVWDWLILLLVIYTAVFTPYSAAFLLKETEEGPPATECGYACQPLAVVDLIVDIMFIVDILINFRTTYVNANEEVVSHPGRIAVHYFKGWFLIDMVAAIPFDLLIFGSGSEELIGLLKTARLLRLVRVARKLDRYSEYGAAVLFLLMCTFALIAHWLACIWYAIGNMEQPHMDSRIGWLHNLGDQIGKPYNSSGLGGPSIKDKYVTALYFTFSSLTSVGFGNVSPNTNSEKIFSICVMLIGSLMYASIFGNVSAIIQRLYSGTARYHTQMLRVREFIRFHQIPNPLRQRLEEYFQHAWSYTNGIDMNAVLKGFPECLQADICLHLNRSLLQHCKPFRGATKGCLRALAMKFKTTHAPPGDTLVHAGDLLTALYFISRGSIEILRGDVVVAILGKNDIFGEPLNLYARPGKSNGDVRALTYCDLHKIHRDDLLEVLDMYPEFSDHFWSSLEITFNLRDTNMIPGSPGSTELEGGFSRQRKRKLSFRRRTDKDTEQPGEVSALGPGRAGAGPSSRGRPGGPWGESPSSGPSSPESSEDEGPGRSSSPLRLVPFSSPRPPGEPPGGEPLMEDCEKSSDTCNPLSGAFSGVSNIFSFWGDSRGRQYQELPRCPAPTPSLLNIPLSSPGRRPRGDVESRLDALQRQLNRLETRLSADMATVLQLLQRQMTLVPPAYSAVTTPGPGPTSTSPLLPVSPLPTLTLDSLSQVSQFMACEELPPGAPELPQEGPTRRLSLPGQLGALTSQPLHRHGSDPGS
TRPC4 inh: inhibitors of mouse TRPC4 channel. HEK293 TRPC4beta/mu-opioid, DAMGO-evoked Fluo4 calcium flux; hits give low values. B-score at 10 µM. 300,000 tested, 0.39% active;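 active = B-score over 3 SD under the library average, no early fluorescence shift, positive overall ratio signal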
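Assay system: HEK293 cells with stable TRPC4beta plus mu-opioid receptor expression; Probe or stimulus: DAMGO in two steps, submaximal then maximal; Dosing: single-point compound dosing; Measured by: Fluo4 calcium-dye fluorescence, kinetic read; Read-out basis: B score from integrated Fluo4 fluorescence ratio.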
DYRK1A inh: inhibitors of rat Dyrk1A kinase | Q63470 | ADP-Glo luminescence, NFATc1 peptide | inhibition, % at 12.5 µM | 310,000 tested, 0.43% active | AID 504441; in the data active = inhibition above about 50%;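 note: plate controls were vehicle with enzyme for no effect and no enzyme for full effect; many of its hits are not listed in these tables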
KCNQ1 pot: human KCNQ1 channel potentiation or activation; P51787; CHO-K1 KCNQ1, thallium flux FluxOR fluorescence; hits give high values; B-score at 10 µM; 310,000 tested, 0.35% active; AID 2648;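 active = fluorescence ratio B-score, a plate-corrected score, at least three library SD, with initial intensity B-score within 5 SD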
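Test system: CHO-K1 cells stably expressing KCNQ1 / Medium: assay buffer / Also added: depolarizing K+/Tl+ stimulus, K2SO4 and Tl2SO4 each 12.5 mM in 5x stock / Incubation: 90 min dye loading and 20 min compound exposure, both at room temperature / Signal: thallium influx via FluxOR fluorescence, kinetic imaging / Evaluation: B score of baseline-normalized fluorescence ratio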
KCNK9 block: inhibitors of human KCNK9 two-pore domain potassium channel. Q9NPC2. HEK293 KCNK9, FluxOR thallium flux fluorescence; hits give low values. B-score at 10 µM. 310,000 tested, 1.2% active;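 active = ratio B-score over 3 SD below the library mean, with starting fluorescence within 5 SD of its mean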;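 note: negative B-score means less thallium flux so channel inhibition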
Numbers without * were called inactive; i = inactive; . = no result given. Only part of the results is shown (hit frequency here may not be typical).

Every second line gives: PolyA inhibitor, Platelet DG rel, KCNQ1 block, TRPC4 act, TRPC4 inh, KCNK3 block, DYRK1A inh, KCNQ1 pot, KCNK9 block, TRPC4 potent, hERG protect
CC(C)CCSc1cc(NCCO)c([N+](=O)[O-])c2nonc12
→ i, 1, i, i, i, i, -2, i, i, i, -13
C=CCc1cccc2cc(C(=O)NC3CCCC3)c(=O)oc12
→ i, -4, i, i, i, i, -2, i, i, i, -7
CC1CC(O)C(C)CN1 (stereo unspecified)
→ i, 16, i, i, i, i, 4, i, i, i, -11
CCOC(=O)NC(=O)c1cn(Nc2ccccc2)c(=O)[nH]c1=O
→ i, -3, i, i, i, i, 0, i, i, i, -4
CCOc1ccccc1NC(=O)C1CCN(C(=O)Cc2ccccc2)CC1
→ i, -11, i, i, i, i, 1, i, i, i, -7
COc1cc(NC(=O)CSc2nc3ccccc3cc2C)c(C(=O)O)cc1OC
→ i, 0, i, i, i, i, 0, i, i, i, -6
CCN(CC)C(=O)CSc1nc2c(sc(=S)n2-c2ccccc2)c(=O)n1-c1ccc(OC)cc1OC
→ i, 9, i, i, i, i, -2, i, i, i, -5
C=C1CC2C=C(NC(C)=O)CC(C1)C2 (stereo unspecified)
→ i, -1, i, i, i, i, 3, i, i, i, -11
CC12CCC(C(=O)N(Cc3ccccc3)Cc3ccccc3)(OC1=O)C2(C)C (stereo unspecified)
→ i, -2, i, i, i, i, 1, i, i, i, -15
O=C(O)c1ccccc1C(=O)NCc1ccc(F)cc1
→ i, -2, i, i, i, i, -1, i, i, i, -9
Cc1nnc(SCc2ccccc2)n(N)c1=O
→ i, -5, i, i, i, i, -18, i, i, i, -8
O=C(Nc1ccccc1)Nc1cc(Cl)cc(Cl)c1
→ i, 21, 10*, i, i, i, -3, i, i, i, -14
C=CCN1CC(C(=O)N2CCC(Cc3ccc(Cl)cc3)(C(=O)OCC)CC2)CC1=O (stereo unspecified)
→ i, 0, i, i, i, i, -3, i, i, i, -9
O=C(Cn1c(=O)n(CCc2c[nH]c3ccccc23)c(=O)c2cccnc21)Nc1ccccc1F
→ i, -20, i, i, i, i, 1, i, i, i, -12
COCc1cc(C)nc(SCC(=O)NCc2ccco2)c1C#N
→ i, -3, i, i, i, i, 2, i, i, i, -15
COc1ccccc1C(=O)NC(C)C(c1cccs1)N1CCOCC1 (stereo unspecified)
→ i, -6, i, i, i, i, 3, i, i, i, -8
O=C(CSc1ncn[nH]1)Nc1nc(-c2cccc([N+](=O)[O-])c2)cs1
→ i, -2, i, i, i, i, 6, i, i, i, -7
N#Cc1c2n(c3c(=O)n(Cc4ccc(Cl)cc4)cnc13)CCCC2
→ i, 0, i, i, i, i, -3, i, i, i, 0
Cc1cc(NC(=O)CCn2c(=O)sc3ccccc32)no1
→ i, -3, i, i, i, i, -7, i, i, i, -6
C=CCOC(=O)C1=C(C)NC(SCC(=O)Nc2ccc(C)c(Cl)c2)=C(C#N)C1c1ccco1 (stereo unspecified)
→ i, 0, i, i, i, i, -8, i, i, i, -3

2 compounds picked at random from those above, as already listed:
Every second line gives: PolyA inhibitor, Platelet DG rel, KCNQ1 block, TRPC4 act, TRPC4 inh, KCNK3 block, DYRK1A inh, KCNQ1 pot, KCNK9 block, TRPC4 potent, hERG protect
C=CCN1CC(C(=O)N2CCC(Cc3ccc(Cl)cc3)(C(=O)OCC)CC2)CC1=O (stereo unspecified)
→ i, 0, i, i, i, i, -3, i, i, i, -9
O=C(O)c1ccccc1C(=O)NCc1ccc(F)cc1
→ i, -2, i, i, i, i, -1, i, i, i, -9

(listing goes on)
Every second line gives: PolyA inhibitor, Platelet DG rel, KCNQ1 block, TRPC4 act, TRPC4 inh, KCNK3 block, DYRK1A inh, KCNQ1 pot, KCNK9 block, TRPC4 potent, hERG protect
Cn1ccc(C(=O)N2CCCc3ccccc32)n1
→ i, -6, i, i, i, i, -4, i, i, i, -11
CSCc1ccc(C(=O)NCC(c2cccs2)N2CCOCC2)cc1 (stereo unspecified)
→ i, 1, i, i, i, i, 12, i, i, i, -8
CS(=O)Cc1cc(Sc2ccccc2)nc(-c2cccnc2)n1 (stereo unspecified)
→ i, -2, i, i, i, i, 5, i, i, i, 3
Cc1cc(C)c2[nH]c(=O)c(CN(Cc3ccc4c(c3)OCO4)Cc3nnnn3C3CCCC3)cc2c1
→ i, -2, i, i, i, i, 4, i, -13*, i, -14
CCn1cc(/C=C(\NC(=O)c2cc(OC)c(OC)c(OC)c2)C(=O)NCCN2CCOCC2)c2ccccc21
→ i, -4, i, i, i, i, ., i, i, i, -5
O=C(NCc1ccc2c(c1)OCO2)C1COc2ccccc2O1 (stereo unspecified)
→ i, 6, i, i, i, i, -6, i, i, i, -2
CN(CC(=O)Nc1c(Cl)cccc1Cl)C(=O)c1cc(-c2cccs2)nn1-c1ccccc1
→ i, 11, i, i, i, i, -3, i, i, i, -16
CC(CC(=O)Nc1cc([N+](=O)[O-])ccc1Cl)c1ccccc1 (stereo unspecified)
→ i, -2, i, i, i, i, ., i, i, i, -7
Cc1ccc2[nH]c3c(c2c1)CN(C(=O)CN1CCSCC1)CC3
→ ., 39, i, i, i, ., ., i, i, i, -6
COc1cc(OC)cc(C(=O)NC(=S)NCc2ccco2)c1
→ i, -5, i, i, i, i, 0, i, i, i, -4
COc1ccccc1C(=O)Nc1cc(C)on1
→ i, -4, i, i, i, i, -8, i, i, i, -5
COc1ccc(S(=O)(=O)N2CCC(C(=O)N3CCCCCC3)CC2)cc1
→ i, 0, i, i, i, i, -3, i, i, i, -10
CS(=O)(=O)c1ccc(C(=O)Nc2ccc(N3CCOCC3)cc2)c(Cl)c1
→ i, -5, i, i, i, i, -9, i, i, i, -8
CCc1ccc(CN(C)C(=O)c2cc(COc3cccc(C(F)(F)F)c3)on2)nc1
→ i, 2, i, i, i, i, 3, i, i, i, -6
CCOc1cc(/C=N/NC(=O)c2ccc(NC(=O)C3CC3)cc2)ccc1O
→ i, 16, i, i, i, i, -4, i, i, i, -10
O=C(NCc1csc(-c2cccs2)n1)c1ccccc1
→ i, ., i, i, i, i, ., i, i, i, -13
Cc1nn(-c2nc3ccccc3s2)c(N)c1-c1ccccc1
→ i, 11, i, i, i, i, 2, i, i, i, -2
COCCNC(=O)C(c1ccc(F)cc1)N(Cc1ccco1)C(=O)CCC(=O)Nc1nccs1 (stereo unspecified)
→ i, 34, i, i, i, i, 7, i, i, i, -9
COC(=O)c1ccccc1NC(=O)CCCn1nc([N+](=O)[O-])c(Br)c1C
→ i, -1, i, i, i, i, 6, i, i, i, -11
COC(=O)CC1COc2ccccc2N1C(=O)c1cccc(Cl)c1 (stereo unspecified)
→ i, 5, i, i, i, i, -6, i, i, i, -17
CCOC(=O)N1CCC(NC(=O)CSCc2nc(-c3sccc3C)oc2C)CC1
→ i, -53, i, i, i, i, 2, i, i, i, -7
CCOC(=O)C1CCN(S(=O)(=O)c2ccc3c(c2)NC(=O)C(C)S3)CC1 (stereo unspecified)
→ i, 4, i, i, i, i, -5, i, i, i, -7
O=C1c2ccccc2CN1CCSC(=S)N1CCOCC1
→ i, 2, i, i, i, i, -7, i, i, i, -8
Nc1nonc1-n1nnc(C(=O)N/N=C/c2cccnc2)c1-c1cccs1
→ i, -37, i, i, i, i, -2, i, i, i, -1
O=C(NCCOC(=O)C1COc2ccccc2O1)C1COc2ccccc2O1 (stereo unspecified)
→ i, -5, i, i, i, i, -2, i, i, i, -13
COc1cccc(C(=O)N2CCN(Cc3ccc(OC)cc3OC)CC2)c1
→ i, 3, i, i, i, i, ., i, i, i, -5
CCOC(=O)c1[nH]c(C)c(/C(O)=C2\C(=O)C(=O)N(CCN(C)C)C2c2ccco2)c1C (stereo unspecified)
→ i, 4, i, i, i, i, -8, i, i, i, -4
O=C(Cn1c(=O)oc2ccccc21)NCc1ccco1
→ i, ., i, i, i, i, 1, i, i, i, -4
O=C(N=Nc1c(O)n(Cc2ccccc2)c2ccccc12)c1ccncc1
→ ., 1, i, i, i, i, -1, i, i, i, -7
Cc1c(C(=O)OCC(=O)N2CCC(C)CC2)oc2ccccc12
→ i, ., i, i, i, i, 9, i, i, i, -15
CNC(=O)C1(C)C=CC2(CCCCC2)N1C(=O)OC (stereo unspecified)
→ i, -2, i, i, i, i, -9, i, i, i, -4
COc1cc(NC(=O)CS(=O)(=O)c2ccccc2)cc(OC)c1OC
→ i, -3, i, i, i, i, 1, i, i, i, 0
CCOc1ccc(N(C(C)C(=O)Nc2cccnc2)S(C)(=O)=O)cc1 (stereo unspecified)
→ i, -6, i, i, i, i, -2, i, i, i, -7
Cc1cc(OCC(O)CNC(C)(C)C)ccc1Cl (stereo unspecified)
→ i, -1, i, i, i, i, 4, i, i, i, -12
COc1ccc2[nH]cc(CCNC(=O)Cc3c(F)cccc3Cl)c2c1
→ i, 3, i, i, i, i, 9, i, i, i, -4
Cc1c(Cl)cccc1NC(=O)CCN1C(=O)C2CC=CCC2C1=O (stereo unspecified)
→ i, -1, i, i, i, i, -9, i, i, i, -11
O=C1CCC(C(=O)N2CCSCC2)CN1Cc1ccc(Cl)cc1 (stereo unspecified)
→ i, -8, i, i, i, i, 1, i, i, i, -4
O=C(c1ccc([N+](=O)[O-])c(CS(=O)(=O)c2ccc(Cl)cc2)c1)N1CCCCC1
→ i, -3, i, i, i, i, 3, i, i, i, -2
CCOc1ccc(/C=C/C(=O)Nc2ccc(OC)cc2[N+](=O)[O-])cc1
→ i, 5, i, i, i, i, 6, i, i, i, -11
O=C(COc1cccc(-n2cnnn2)c1)N1CCOCC1
→ i, 1, i, i, i, i, -7, i, i, i, -8
O=C(O)c1ccc(C2(c3ccc(C(=O)O)cc3)OC(=O)c3ccccc32)cc1
→ i, 5, i, i, i, i, 8, i, i, i, -12
COc1ccc(-c2nc3ccccc3s2)cc1NC(C)=O
→ i, 0, i, i, i, i, -2, i, i, i, -7
Cc1nc2ccccc2n1CC(=O)N/N=C\c1ccccn1
→ i, -1, i, i, i, i, -14, i, i, i, -5
